Screens deposited in PubChem BioAssay by National Center for Advancing Translational Sciences (NCATS).
Nrf2 ARE act: Nrf2 pathway activation | AREc32 ARE-luciferase reporter (MCF7-derived line), luminescence, 24 h | Potency, µM (titrated, usually from 46.1 µM), without a hit: at the highest dose activation, most hits filed as activators | hit rate 0.31% among 410,000; note: potency is the fitted concentration of half-maximal effect; % of control where 0% means no effect; nearly all actives have a fitted effect of over 65% in size
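ARE activation measured as luciferase luminescence (Steady-Glo, 30 min RT) in AREc32_Fluc cells after 24 hr compound exposure at 37 deg C, 5% CO2; cells seeded overnight at 1000/well in OPTI-MEM, 5% FBS.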
CCT chaperon mod: modulators of cytosolic chaperonin (CCT/TRiC) activity; purified chaperonin ATPase assay, HTRF ADP detection, 30 min; AID 651819; activity change, % (no concentration beside the values), hits read low; hit rate 0.3% among 360,000; in the data active = activity change below about -30%; note: % is set by controls: 0 for no effect and ±100 for the full control effect
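Enzyme 40 or 20 nM (batch-dependent) in Tris pH 7.4/KCl/MgCl2/DTT; cpd 76 uM single point; ATP 10 uM; 30 min 37 °C; Transcreener ADP HTRF detection, 30 min RT; ratio 665/615.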
A549 viability: counter-screen for Nrf2 inhibitors: cytotoxicity in A549 cells. A549 ARE-Fluc cells, CellTiter-Fluor viability, 18-24 h. hit rate 0.16% among 390,000. Potency, µM (top dose mostly 46 µM), inactives show at the top dose activity change, negative = cytotoxicity, usual class: inhibitors; note: potency is the fitted concentration of half-maximal effect; % is set by controls: 0 for no effect and ±100 for the full control effect
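A549 ARE-Fluc cells in 5% FBS OPTI-MEM, 5000 cells/well, rested 2 h then exposed to compounds in concentration-response for 18-24 h at 37 °C. Viability by CellTiter-Fluor fluorescence (Ex 405/Em 525) after 30 min; luciferase luminescence (BugLite, 15 min, RT) read afterwards.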
EPAC2 antagonist: antagonists of human EPAC2 | EPAC2 GEF exchange of Rap1B-BODIPY-GDP, fluorescence | Potency, µM (top dose mostly 114 µM), inactives show at the highest dose activity, negative = inhibition, hits mostly inhibitors | hit rate 0.18% among 360,000 | AID 720708; note: potency is the fitted concentration of half-maximal effect; % is set by controls: 0 for no effect and ±100 for the full control effect; nearly all actives have a fitted effect of over 45% in size; many of its hits are not listed in these tables
Target sequence (Q8WZA2 whole entry, looked up): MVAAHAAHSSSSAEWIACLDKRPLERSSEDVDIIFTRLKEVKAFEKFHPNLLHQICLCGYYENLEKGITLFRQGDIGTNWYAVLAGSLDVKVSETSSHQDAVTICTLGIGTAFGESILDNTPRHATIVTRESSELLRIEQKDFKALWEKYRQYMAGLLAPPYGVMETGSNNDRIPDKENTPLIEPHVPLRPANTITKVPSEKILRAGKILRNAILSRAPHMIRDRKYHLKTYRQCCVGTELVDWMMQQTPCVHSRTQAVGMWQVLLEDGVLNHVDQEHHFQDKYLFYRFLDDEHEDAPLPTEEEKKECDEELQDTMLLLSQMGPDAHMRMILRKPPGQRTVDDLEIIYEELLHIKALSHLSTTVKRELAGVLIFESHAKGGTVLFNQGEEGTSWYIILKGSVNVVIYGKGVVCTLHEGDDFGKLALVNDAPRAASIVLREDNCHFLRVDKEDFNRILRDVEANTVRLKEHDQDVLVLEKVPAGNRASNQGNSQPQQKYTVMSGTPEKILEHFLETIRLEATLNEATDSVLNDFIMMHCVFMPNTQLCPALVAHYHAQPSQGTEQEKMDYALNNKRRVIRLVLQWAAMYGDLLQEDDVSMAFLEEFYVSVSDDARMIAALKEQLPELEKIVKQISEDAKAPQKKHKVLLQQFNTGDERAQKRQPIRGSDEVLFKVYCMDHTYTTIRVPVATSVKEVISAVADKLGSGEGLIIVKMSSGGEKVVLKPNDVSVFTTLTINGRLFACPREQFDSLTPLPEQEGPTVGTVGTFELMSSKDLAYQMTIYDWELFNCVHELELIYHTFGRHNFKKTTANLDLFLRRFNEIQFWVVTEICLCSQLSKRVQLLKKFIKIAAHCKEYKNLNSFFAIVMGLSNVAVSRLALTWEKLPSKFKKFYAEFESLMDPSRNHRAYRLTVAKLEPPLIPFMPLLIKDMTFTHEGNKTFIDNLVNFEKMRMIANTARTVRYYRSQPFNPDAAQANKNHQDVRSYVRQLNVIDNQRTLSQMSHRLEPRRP
pAkt inh: inhibitors of Akt phosphorylation | Neuro2A IGF-stimulated pAkt S473 HTRF, 20 min; active compounds read low | activity change, % for hits at 50 µM | hit rate 0.32% among 360,000 | AID 651550; in the data active = activity change below about -80%; inconclusive = mostly about -51% to -80%; note: % is set by controls: 0 for no effect and ±100 for the full control effect
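Neuro2A cells in DMEM with 0.5% FBS, overnight at 37 deg C, given compound at single 50 µM final, then IGF (6 nM final) for 20 min at 37 deg C. Lysed; phospho-Akt Ser473 by HTRF after 24 h, 665/615 ratio.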
EPAC2 ag: activates human EPAC2 exchange factor. EPAC2 activation, biochemical qHTS; response scale: 100% = 6.5 mM cAMP response. AID 720711. Potency, µM (highest dose often 154 µM), for the others: top-dose activation, most hits filed as activators. hit rate 0.079% among 360,000; note: potency is the fitted concentration of half-maximal effect; nearly all actives have a fitted effect of over 50% in size
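Setup: EPAC2 100 nM, labeled Rap1B complex 250 nM, free GDP 50 uM. Compound titrations pinned in, brief spin, 5 min room temperature incubation. Kinetic fluorescence read over 30 min, normalized to 6.5 mM cAMP.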
TGFb SMAD3 inh: inhibitors of TGF-b signaling; HepG2 CAGA-GFP TGF-b/SMAD3 reporter, GFP fluorescence, 18 h; TGF-beta stimulated, 500 pg/mL final; Potency, µM (top dose mostly 46.1 µM), without a hit: at the highest dose activity, negative = inhibition, hits mostly inhibitors; hit rate 1.2% among 410,000; AID 588855; note: potency is the fitted concentration of half-maximal effect; % is set by controls: 0 for no effect and ±100 for the full control effect; nearly all actives have a fitted effect of over 65% in size
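Per well, imaged GFP fluorescence of HEPG2 CAGA-GFP cells gives the signal; cells get compound, then TGF-beta (500 pg/mL final), 18 h at 37 degrees C; %Activity versus -TGF-beta and +DMSO controls.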
MmCpn inh: blocks the Methanococcus maripaludis chaperonin Mm-Cpn. purified Mm-Cpn ATPase, ADP Transcreener TR-FRET. Potency, µM (doses to about 76.9 µM), inactives show at the top dose activity, negative = inhibition, actives largely listed as inhibitors. hit rate 0.031% among 330,000. AID 504842; note: potency is the fitted concentration of half-maximal effect; % is set by controls: 0 for no effect and ±100 for the full control effect; nearly all actives have a fitted effect of over 80% in size
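Inhibition of chaperonin ATP hydrolysis is measured as reduced ADP production, detected by competitive TR-FRET in which signal falls with ADP. Final enzyme 25 nM and ATP 10 uM, reacted 30 min at 37°C.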
Nrf2 block: blocks Nrf2 signaling | Potency, µM (doses to about 46 µM), inactives show at the top dose activity change, negative = inhibition, hits mostly inhibitors | AID 504444 | A549 ARE-Fluc reporter, luciferase luminescence, 18-24 h | hit rate 2.1% among 360,000; note: potency is the fitted concentration of half-maximal effect; % is set by controls: 0 for no effect and ±100 for the full control effect; nearly all actives have a fitted effect of over 60% in size
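Nrf2 function is reported as luminescence of an ARE-controlled luciferase in A549 cells. Compounds were tested at several concentrations, and a CellTiter-Fluor read on the same wells flagged cytotoxicity.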
* = called active by the depositor; i = inactive; ? = inconclusive; / = not tested or not shown; [ ] = another dose, or the depositor's remark. Unless noted, calls come from the whole dose curve; as a rule, active = well fitted curve in the direction sought with a large enough effect; inconclusive = small, poorly fitted or top-dose-only effect, or another doubt; inactive = no such curve, though single readings can be large; an effect the other way counts as inactive or inconclusive. Only part of the results is shown; rates above refer to the full screens.

Compound	Nrf2 ARE act	CCT chaperon mod	A549 viability	EPAC2 antagonist	pAkt inh	EPAC2 ag	TGFb SMAD3 inh	MmCpn inh	Nrf2 block
Cc1nc(C)c(C(=O)OCC(=O)NCCc2ccc(F)cc2)s1	-0.4%	-1.9	-2%	2%	i	8%	0%	3%	-6%
O=C(O)CC(O)C(=O)O (stereo not given)	-0.7%	0.4	-5%	2%	i	-2%	12%	0%[15.4 µM]	-7%
CC(=O)C1=C(C)OC(N)=C(C#N)C1c1cccnc1 (stereo not given)	1.5%	-1.1	-4%	-13%	i	1%	-2%	1%	-5%
COc1ccc(CCNC(=O)CCNC(=O)N2CC(=O)Nc3ccccc32)cc1OC	0.3%	-0.4	2%	10%	i	-3%	9%	-3%	8%
CC1CCc2nc(NC(=O)CN3CCN(Cc4ccc5c(c4)OCO5)CC3)sc2C1 (stereo not given)	7.3%	-3.0	-9%	-7%	i	13%	?	-2%	-16%
COc1cccc(-n2c(N)c(C(=O)Nc3c(C)n(C)n(-c4ccccc4)c3=O)c3nc4ccccc4nc32)c1	2.7%	1.1	-3%	3%	i	-4%	-23%	-1%	0%
O=C(Nc1nccs1)c1cc2c(s1)CCCCC2	-1.8%	0.1	1%	-14%	i	8%	1%	-1%	?
COc1cc(C2CC(=O)N(CC(=O)NCc3ccco3)c3ccccc3S2)cc(OC)c1OC (stereo not given)	0.4%	-4.5	-4%	-1%	i	12%	11%	0%	-13%
CCCCN(CC)C(=O)c1ccc(Cl)c(Cl)c1	-0.7%	-0.8	-6%	2%	i	6%	-7%	-1%	-5%
N[C@@H](Cc1ccc(O)c(O)c1)C(=O)O	-0.2%	1.7	13%	-9%	i	0%	0%	/	7%
CCCCOc1ccc(C(=O)Nc2ccc(S(=O)(=O)Nc3nc(C)cc(C)n3)cc2)cc1	0.1%	/	-5%	/	/	/	?	/	?
Cc1nc(C)c(C(=O)N2CCCC(CCC(=O)NCc3ccc(F)c(F)c3)C2)s1 (stereo not given)	0.4%	-1.8	1%	3%	i	3%	-1%	-1%	0%

Two compounds drawn at random from those above, as already listed:
Compound	Nrf2 ARE act	CCT chaperon mod	A549 viability	EPAC2 antagonist	pAkt inh	EPAC2 ag	TGFb SMAD3 inh	MmCpn inh	Nrf2 block
CC1CCc2nc(NC(=O)CN3CCN(Cc4ccc5c(c4)OCO5)CC3)sc2C1 (stereo not given)	7.3%	-3.0	-9%	-7%	i	13%	?	-2%	-16%
Cc1nc(C)c(C(=O)N2CCCC(CCC(=O)NCc3ccc(F)c(F)c3)C2)s1 (stereo not given)	0.4%	-1.8	1%	3%	i	3%	-1%	-1%	0%

The listing continues.
Compound	Nrf2 ARE act	CCT chaperon mod	A549 viability	EPAC2 antagonist	pAkt inh	EPAC2 ag	TGFb SMAD3 inh	MmCpn inh	Nrf2 block
Clc1ccc(OCCCCN2CCCCC2)cc1	-0.4%	-0.3	0%	3%	i	15%	36%[activator]	0%	-11%
CN(C)CCCN(C(=O)COc1ccc(Cl)cc1)c1nc2cc3c(cc2s1)OCCO3	-0.6%	-0.3	1%	-8%	i	9%	-16%	-3%	-8%
CC(C)c1ccc([C@@H]2O[C@H](CCc3ccccc3)Cc3[nH][nH]c(=O)c32)cc1	-1.0%	0.3	/	-2%	i	3%	/	/	/
O=C(Cc1cccc(NC(=O)C2CCCN(C(=O)CCc3ccccc3)C2)c1)Nc1cccc(C(=O)N2CCCCC2)c1 (stereo not given)	4.2%	-0.9	-4%	17%	i	9%	-28%	/	?
Cc1cc(C)nc(N/N=C/c2cn[nH]c2-c2ccccc2)n1	0.2%	-0.4	3%	-4%	i	1%	-25%	-4%	15%
O=C(Cc1ccccc1)Nc1ccc(NC(=O)c2ccccc2)nc1	9.4%	-0.6	-5%	-12%	i	4%	-2%	0%	?
COCCCNC(=O)C[C@H]1C[C@H](C(=O)N2CCOCC2)[C@@]2(C)c3[nH]c4cc(CCC(=O)N(C)C)ccc4c3CCN2C1=O	-0.9%	1.1	0%	7%	i	2%	8%	0%	7%
O=C(Nc1ccc(OC(F)(F)F)cc1)N1CCc2nc(NCc3cccc(Oc4ccccc4)c3)ncc2C1	-1.2%	-0.5	/	-23%	i	-5%	?	/	/
Cc1cc(C)c(NC(=O)CNC(=O)COC(=O)Cc2cccs2)c(C)c1	1.5%	-0.9	3%	11%	i	11%	4%	1%	6%
COCCNC(=O)c1cc(-c2ccc3c(c2)OCO3)on1	0.0%	-0.2	7%	-2%	i	3%	28%	0%	?
CCOc1ccc(S(=O)(=O)N2CCCCC2)cc1NC(=O)CN1C(=O)NC(C)(c2ccccc2)C1=O (stereo not given)	1.8%	-11	-6%	2%	i	15%	1%	2%	-18%
Cc1ccc(C(=O)NC2CCSC2=O)cc1 (stereo not given)	-0.6%	-4.4	1%	12%	i	6%	0%	-1%	1%
CCOC(=O)c1cnn(-c2nc(-c3ccc(C)cc3)cs2)c1C(F)(F)F	0.3%	-3.4	/	-9%	i	-4%	3%	-2%	?
O=Cc1c(N2CCSCC2)nc2ccccn2c1=O	1.4%	1.4	1%	-1%	i	10%	-12%	2%	2%
Cc1ccc(-n2nc3ccc(NC(=O)Cc4ccc(Cl)cc4)cc3n2)cc1	-0.1%	/	1%	/	/	/	-29%	/	-6%
O=C1CC(NCc2ccco2)C(=O)N1CCc1ccccc1 (stereo not given)	-0.3%	-3.2	3%	6%	i	-6%	11%	2%	/
Cn1c(=O)c(=O)n(C)c2cc(S(=O)(=O)N3CCN(c4cccc(C(F)(F)F)c4)CC3)ccc21	0.2%	0.7	14%	35%[activator]	i	-5%	5%	0%	12%
CC1(c2nnc(-c3cccc(Cl)c3)o2)CC(c2cccnc2)=NO1 (stereo not given)	0.1%	1.2	5%	1%	i	13%	16%	/	3%
CN(C)S(=O)(=O)c1ccc(N2CCCC2=O)c([N+](=O)[O-])c1	-0.6%	-2.0	2%	-10%	i	1%	11%	1%	5%
O=C(NCCO)c1cc2cc(Cl)cc(Cl)c2oc1=O	8.2%	-1.3	-1%	-9%	i	-3%	0%	1%	?
Cc1cccc(C)c1NC(=S)N(CCN(C)C)C(C)c1ccccn1 (stereo not given)	0.1%	0.7	13%	?	i	6%	-9%	-2%	3%
CCOc1cc(C=NNC(=O)c2cccc(S(=O)(=O)N3CCCC3)c2)ccc1O	1.0%	0.6	2%	5%	i	2%	-4%	1%	-1%
CCN(CC)CCCC(C)NC(=O)c1c(NC(=O)c2ccccc2)sc2c1CCCC2 (stereo not given)	-2.4%	-1.5	-7%	4%	i	2%	?	-2%	-1%
CCOC(=O)c1ccc(Nc2ncnc3ccc(C)cc23)cc1	-0.4%	1.1	-1%	6%	i	-13%	9%	-7%	/
COC(=O)[C@@]12OC[C@]34[C@H]([C@@H](O)[C@@H]1O)[C@@]1(C)C(=O)C(O[C@@H]5OC(CO)[C@@H](O)[C@@H](O)[C@@H]5O)=C[C@@H](C)[C@@H]1C[C@H]3OC(=O)[C@H](OC(=O)/C=C(\C)C(C)(C)OC(C)=O)[C@@H]24 (stereo not given in full)	-3.5%	-2.9	?	-3%	i	19%	?	-1%	2.9µM*
COCCCNC(=O)c1c(C)nn(-c2ccc(F)cc2)c1-n1cccc1	-0.5%	/	-1%	/	/	/	14%	/	9%
COc1cc(OC)cc(C2=Cc3ccccc3C(CC(=O)c3ccco3)N2c2ccc(-c3cccnc3)cc2)c1 (stereo not given)	-0.9%	0.1	/	-22%	i	5%	/	/	/
Cc1cc(/C=C2/SC(=S)N(c3ccc([N+](=O)[O-])cc3)C2=O)c(C)n1-c1cccnc1	3.2%	-1.6	?	-6%	i	-3%	-12%	-3%	6.5µM*
Cc1ccc(S(=O)(=O)NNC(=S)Nc2ccc(Cl)cc2)cc1	1.0%	-1.2	0%	-1%	i	3%	-19%	3%	-8%
COc1ccccc1C(=O)Nc1nnc(SCC(=O)NC2CCCC2)s1	-1.5%	0.6	3%	-3%	i	10%	0%	4%	?
COc1ccc(-c2noc(CN(C(C)C)S(=O)(=O)c3ccc(Br)cc3)n2)cc1	0.6%	/	0%	/	/	/	-10%	/	-23%
CCSc1nnc2c(n1)OC(c1cc(OC)c(OC)c(OC)c1)Nc1ccccc1-2 (stereo not given)	0.8%	/	1%	/	/	/	3%	/	8%
CCOc1ccc(CCNC(=O)COC(=O)COc2ccc(Br)cc2)cc1OCC	0.0%	-0.2	1%	-2%	i	-3%	12%	-4%	-1%
CCS(=O)(=O)N1CCCC(C(=O)Oc2ccc(Br)cc2)C1 (stereo not given)	-0.4%	1.8	0%	-1%	i	4%	-1%	-4%	12%
S=C(NCc1cccs1)Nc1cccc(Cl)c1	2.2%	-0.2	1%	12%	i	10%	?	1%	/
CCOC(=O)N1CCN(C(=O)c2cc(-c3ccc(F)cc3)[nH]c2C)CC1	0.1%	0.1	-14%	-16%	i	3%	-10%	0%	-28%
COc1ccc(C(CNC(=O)C2CC(=O)N(Cc3ccccc3)C2)N2CCCC2)cc1 (stereo not given)	-0.1%	-0.5	3%	23%	i	8%	-2%	0%	-4%
Cc1cccc(Cn2nc(C)cc2NC(=O)Cn2cc([N+](=O)[O-])cn2)c1	-0.3%	-1.1	-8%	-8%	i	-1%	2%	1%	-19%
CC1(C)CC(C#N)(N2CCOCC2)CCO1 (stereo not given)	-0.4%	0.2	-1%	6%	i	1%	?	/	21%
OCCNCc1cccc(OCc2ccccc2Cl)c1	2.5%	-2.2	-1%	16%	i	-1%	-2%	3%	4%
COc1ccc(-c2nnc(SCC(=O)Oc3c(C)cccc3C)o2)cc1OC	-0.1%	/	4%	/	/	/	27%	/	25%
